Screening results from PubChem.
CHX counter: affects cycloheximide protein synthesis inhibition readout, counter-screen; cell reporter, cycloheximide protein synthesis inhibition counterscreen; max response, %; hit rate 12% among 300,000; in the data active = max response mostly above about 13%, no sharp cut-off; inactive = mostly below about 14%; note: read at 38.3 µM for the half of the compounds with a filed dose; 0% is about no effect
Pf growth 48h: P. falciparum growth inhibition at 48 hours (one generation); P. falciparum luciferase growth in erythrocytes, 48 h; Potency, µM (series often up to 28.7 µM), for inactives: at the highest dose activity change, negative = inhibition, actives largely listed as inhibitors; hit rate 5.9% among 310,000; note: potency is the fitted concentration of half-maximal effect; % is set by controls: 0 for no effect and ±100 for the full control effect
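First compound was added to culture medium, then infected red cells at 0.1% parasitemia and 2% hematocrit (final). After incubation at 37 C under 5% CO2, luciferase detection reagent was dispensed and light output recorded.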
Pf growth 96h: P. falciparum growth inhibition at 96 hour, primary screen for plastid delayed-death inhibitors. P. falciparum luciferase reporter growth, 96 h. Potency, µM (top dose mostly 28.7 µM), for inactives: at the highest dose activity change, negative = inhibition, hits mostly inhibitors. hit rate 6.9% among 320,000. AID 504834; note: potency is the fitted concentration of half-maximal effect; % is set by controls: 0 for no effect and ±100 for the full control effect
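Compounds incubated with erythrocytes infected by luciferase-expressing P. falciparum (2% hematocrit, 0.05% parasitemia final) for 96 hours, 37 C in 5% CO2. Growth inhibition scored as decreased luciferase luminescence.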
Shiga inhibitor: Shiga toxin inhibition | hit rate 9.2% among 290,000 | Vero cells, Shiga toxin protein synthesis inhibition reporter | inhibition, % at 38.7 µM; in the data active = inhibition mostly above about 28%, no sharp cut-off; inactive = mostly below about 43%; note: 0% is about no effect
FBPA Giardia inh: blocks Giardia fructose-bisphosphate aldolase activity; hit rate 0.71% among 290,000; AID 2451; purified Giardia FBPA; Potency, µM (top dose mostly 59.6 µM), inactives show at the highest dose activity, negative = inhibition, actives largely listed as inhibitors; note: potency is the fitted concentration of half-maximal effect; % is set by controls: 0 for no effect and ±100 for the full control effect; nearly all actives have a fitted effect of over 55% in size
Target sequence (A8B2U2 whole entry, looked up): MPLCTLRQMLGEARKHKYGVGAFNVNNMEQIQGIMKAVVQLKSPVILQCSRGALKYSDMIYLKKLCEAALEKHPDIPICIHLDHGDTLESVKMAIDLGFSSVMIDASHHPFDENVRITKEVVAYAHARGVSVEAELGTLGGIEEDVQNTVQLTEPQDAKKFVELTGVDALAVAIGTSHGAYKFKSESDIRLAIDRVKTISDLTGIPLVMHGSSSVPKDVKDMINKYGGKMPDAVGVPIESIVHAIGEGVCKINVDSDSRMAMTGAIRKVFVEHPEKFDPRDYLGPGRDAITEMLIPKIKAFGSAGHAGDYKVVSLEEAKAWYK
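Giardia FBPA (40 nM reagent) was preincubated 10 min at RT with compound (up to 57.5 uM final), then substrate plus GAPDH/TPI/NAD/arsenate coupling system with diaphorase/resazurin was added; resorufin fluorescence (525/598 nm) was read after 20 min.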
HCV inhibitor: blocks hepatitis C virus | Huh7.5.1 HCVcc-Cre infection, luciferase reporter, 44 h | Potency, µM (titrated, usually from 41.8 µM), inactives show at the highest dose activity change, negative = inhibition, hits mostly inhibitors | hit rate 3.4% among 340,000 | AID 651820; note: potency is the fitted concentration of half-maximal effect; % is set by controls: 0 for no effect and ±100 for the full control effect
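Reporter virus HCVcc-Cre (~0.5 moi) infects cells exposed to compound; seeding density 1,000 cells/well with 4 h settling beforehand. Luminescence, 15 sec read, taken 44 h post-infection following a 15 min RT substrate incubation.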
* marks the source's active call; other numbers are inactive results; ? = inconclusive; · = no result given; & = joins results of further samples; [ ] = dose if it differs, or a comment. Unless noted, calls come from the whole dose curve; as a rule, active = well fitted curve in the direction sought with a large enough effect; inconclusive = small, poorly fitted or top-dose-only effect, or another doubt; inactive = no such curve, though single readings can be large; an effect the other way counts as inactive or inconclusive. The order is random. Share with any hit: about 24%.

Value order: CHX counter	Pf growth 48h	Pf growth 96h	Shiga inhibitor	FBPA Giardia inh	HCV inhibitor
> CCNC(=O)COc1ccc(CC)cc1
→ 25*	50%[activator]	4%	46*	0%	30%[activator]
> CCOc1ccc(CCNC(=O)c2nnn(CC(=O)Nc3ccc(C)cc3)c2N)cc1OCC
→ -11	4%	39%[activator]	-5	·	-20%
> Cc1ccc(NC(=O)CCC(=O)N/N=C/C=C/c2ccccc2)cc1
→ 17	-13%	156%[activator]	12	-2%	-3%
> Cc1nn(C)c(C)c1S(=O)(=O)N(CC(=O)N1CCc2ccccc2C1)c1ccc(C(C)C)cc1
→ -7	·	-1%	-9	-2%	-4%
> COc1ccc(C(=O)NCc2cccnc2)cc1S(=O)(=O)N1CCCc2ccccc21
→ 19*	?	?	30	4%	?
> CC(C)OC(=O)CSc1nnnn1-c1ccc2c(c1)OCCO2
→ 35*	80%[activator]	?	64*	6%	10%
> CCOC(=O)c1ccc(NC(=O)C2CCCN(c3cnccn3)C2)cc1 (stereo unspecified)
→ 29*	14%	18%	34*	-4%	-9%
> Fc1cccc(Cl)c1CNCc1ccccc1Cl
→ 1	6%	·	23	-8%	30%[activator]
> C=CCn1c(SCc2csc(C)n2)nc2sc3c(c2c1=O)CCC(C)C3 (stereo unspecified)
→ -2	12µM*	?	17	-6%	?
> Cc1onc(C(=O)NC(C)c2ccccc2)c1[N+](=O)[O-] (stereo unspecified)
→ 7	-5%	-6%	-11	-2%	25%
> CC1CN(CC(=O)Nc2ccccc2Sc2ccccc2)CC(C)O1 (stereo unspecified)
→ -1	13%	?	-11	2%	0%
> COCCN(C(=S)Nc1ccc(Cl)cc1OC)C1CCN(C(C)=O)CC1
→ -6	-1%	15%	-6	-19%	-11%
> COc1cccc(-n2c(Cc3cc(=O)[nH]c(=O)[nH]3)nnc2SCC(=O)N2CCCCCC2)c1
→ -2	·	250%[activator]	-14	-2%	18%
> O=C(NCC(O)c1ccccc1)c1cccs1 (stereo unspecified)
→ 42*	101%[activator]	94%[activator]	79*	17%	18%
> Cc1oc(-c2ccc(F)cc2F)nc1CN1C[C@@H]2C[C@@H](C1)c1cccc(=O)n1C2
→ 8	?	?	0	-8%	?

Next part
Value order: CHX counter	Pf growth 48h	Pf growth 96h	Shiga inhibitor	FBPA Giardia inh	HCV inhibitor
> COc1ccc(C2N(c3cc(Cl)ccc3OC)C(=O)C3CCCN32)cc1 (stereo unspecified)
→ -2	·	?	13	-3%	8%
> CCN1CC=C2C(C#N)=C(N)C(C#N)(C#N)[C@H](c3cccc(OC)c3OC)[C@H]2C1
→ 1	-20%	?	10	?	-21%&-17%
> CC1c2nc3ccccc3n2C(CC(=O)NC2CC2)C(=O)N1Cc1ccccc1 (stereo unspecified)
→ 10	4%	?	-1	1%	7%
> COc1ccc(-c2cc(-c3n[nH]c(=S)n3-c3cccc4ccccc34)[nH]n2)cc1
→ -3	-20%	18%	-7	13%	21%
> CCOC(=O)C1CCN(C(=O)c2ccc(OCC)c(OCC)c2)CC1
→ -2	-22%	15µM*	-16	4%	10%
> O=C(Cc1coc(-c2ccc(F)cc2)n1)N1CCOCC1
→ 7	31%[activator]	22%	-6	0%	14%
> O=C(Nc1cccc(Cl)c1)C1C2C=CC3(O2)C1C(=O)N(CCCN1CCCCC1)C3C(=O)NC1CCCCC1 (stereo unspecified)
→ -7	-6%	-26%	-6	9%	3%
> O=C1CCCC2=C1C(c1ccccn1)Nc1ccc(C(=O)c3ccccc3)cc1N2 (stereo unspecified)
→ 2	1%	-15%	6	2%	8%
> Cc1ccc(C(=O)NC(=S)Nc2ccc(N3CCN(C(=O)c4ccco4)CC3)cc2)cc1
→ 11	?	5.2µM*	-11	·	11µM*
> COc1cc(Nc2nc(-c3ccccc3)c3cc(C)ccc3n2)cc(OC)c1OC
→ 15	?	3%	-11	-21%	10µM*
> Cn1c(SCC(=O)N2CCCC2)nc2ccccc21
→ -3	11%	-3%	-3	-4%	3%
> COc1ccc(CCNC(=O)COc2ccc3c(c2)OCO3)cc1
→ ·	8%	-7%	·	·	5%
> COc1ccc(NC(=O)CN(C)C(=O)c2ccc(-c3ccccc3Cl)o2)cc1
→ ·	0.37µM*	0.33µM*	·	·	?
> O=C(CN1CC(c2ccccc2)CC1=O)OCc1ccccc1F (stereo unspecified)
→ 44*	25%	·	97*	4%	-4%
> COc1cccc(CNc2ncn[nH]2)c1OCc1ccc(F)cc1
→ -2	?	23%	-19	-7%	6%

Remaining list, next part:
Value order: CHX counter	Pf growth 48h	Pf growth 96h	Shiga inhibitor	FBPA Giardia inh	HCV inhibitor
> COC(=O)c1cn(CC(=O)NCc2ccco2)c2ccccc12
→ 15*	41%[activator]	·	50*	0%	-7%
> C=CCN(c1ccccc1Cl)S(=O)(=O)c1cccc(C(=O)OCC(=O)N(C)C2CCS(=O)(=O)C2)c1 (stereo unspecified)
→ -10	-30%	-7%[5.75 µM]	-6	0%	3.5µM*
> CC1(C)CC(=O)c2c(nn(-c3ccccc3)c2-c2ccncc2)C1
→ -4	-24%	-13%	-7	4%	7%
> CC(C)CN(C(=O)c1cc([N+](=O)[O-])cc([N+](=O)[O-])c1)C1CCS(=O)(=O)C1 (stereo unspecified)
→ ·	0%	-21%	·	·	35%[activator]
> CCCCN(CCCC)CC1OCc2ccccc2CO1
→ -1	8%	101%	-5	3%	11%
> O=C(O)CCC(=O)Nc1ccccc1C(=O)N1CCN(c2ccc(Cl)cc2)CC1
→ -4	-6%	15%	1	3%	-1%
> CCOP(=O)(NC(c1ccccc1)c1nc2ccccc2[nH]c1=O)OCC (stereo unspecified)
→ 11	?	-29%	-5	7%	25%
> CCOc1ccc(NC(=O)Cn2nnc(C(=O)NCc3ccc(OC)cc3)c2N)cc1
→ -3	15%	46%[activator]	-2	-11%	12%
> O=C1NC(=S)N(C2CC2)C(=O)/C1=C/c1ccc2c(c1)CCN2CCCCl
→ 8	18%	31%[activator]	-15	?	17%
> C=CCNCCCOc1ccc(Cl)cc1Br
→ 10	-15%	?	-4	-15%	-25%
> CN1C(=O)CC(N2CCN(CC(=O)N3CCCC3)CC2)C1=O (stereo unspecified)
→ -5	15%	2%	16	3%	24%
> O=C(/C=C/c1cccs1)c1cc(Cl)ccc1OC(=O)N1CCOCC1
→ 24*	10µM*	8.3µM*	18	-5%	?
> Cc1ccc2[nH]c(C)c(CCNC(=O)c3cc4cc([N+](=O)[O-])ccc4oc3=O)c2c1
→ -1	-6%	23%	-12	0%	5%
> CC(Sc1nc2ccccc2c(=O)n1Cc1ccco1)C(=O)c1ccccc1 (stereo unspecified)
→ -2	?	?	-1	10%	?
> O=C(/C=C/c1ccc(F)cc1)NC(=S)Nc1ccccc1C(=O)NC1CCCCC1
→ 1	0%	-1%	-3	0%	?

Next structures follow:
Value order: CHX counter	Pf growth 48h	Pf growth 96h	Shiga inhibitor	FBPA Giardia inh	HCV inhibitor
> COC(=O)COc1ccc(NC(=O)C(c2ccccc2)c2ccccc2)cc1
→ -4	31%	?	-4	-5%	-5%
> Cc1cccc(C)c1N=Cc1c(O)n(-c2nccs2)c(=O)c2ccccc12
→ -8	-5%	?	-11	-6%	?
> O=C(c1ccc(CNS(=O)(=O)c2ccccc2)cc1)N1CCN(c2ccccn2)CC1
→ 9	-15%	·	2	5%	-18%
> CCn1c(C)nc2cc(C(=O)N/N=C(\C)c3ccccc3O)ccc21
→ 31*	21%	-6%	85*	12%	10µM*
> C[C@@H]1NC(=O)c2cc([N+](=O)[O-])cc(F)c2NCCC[C@@H](C(N)=O)NC(=O)[C@H](CC(N)=O)NC1=O
→ -3	12%	-3%	-22	0%	28%
> C/C(=C\c1ccc(N)cc1)c1nc2ccccc2[nH]1
→ 49*	9%	-3%	61*	0%	-18%
> CCN(CC)C(=O)CN(C#N)c1nc(Cl)nc(N(C)C)n1
→ 1	-18%	?	-2	2%	-9%
> Cc1ccc(OCCOC(=O)CCc2nc3ccccc3c(=O)[nH]2)cc1
→ -7	-7%	13%	-5	-1%	-2%
> O=C(COC(=O)[C@H](Cc1c[nH]c2ccccc12)NC(=O)c1ccc(Cl)cc1)Nc1ccc2c(c1)OCO2
→ -3	·	52%[activator]	-9	-4%	0%
> COc1ccc(C(=O)Nc2ccc(O)cc2C(=O)O)cc1
→ -4	7%	17%	-11	-23%	15%
> CC1=C(C(=O)Nc2ccc(F)cc2)C(c2cccc(C)c2)n2nc(CCCO)nc2N1 (stereo unspecified)
→ -5	-3%	6.6µM*	-17	1%	2%&7%
> Cc1c(-c2ccccc2)nc(-c2ccccc2)[nH]c1=O
→ 0	19%	52%[activator]	-3	9%	25%
> COc1ccc(C2=CC(=O)N(Nc3ccccc3)C2=O)cc1
→ -2	423%[activator]	80%[activator]	-4	0%	16%
> COc1cc(C#Cc2ccc3cc(C(C)(C)O)oc(=O)c3c2)cc(OC)c1
→ ·	18%	0%	·	·	?
> Cc1ccccc1NC(=O)CSc1nc2ccccc2c2nc(CCn3cncc3C)nn12
→ 0	-22%	-4%	-11	10%	?

Grouped by structure, the compounds so far containing a COOH group (two)
Value order: CHX counter	Pf growth 48h	Pf growth 96h	Shiga inhibitor	FBPA Giardia inh	HCV inhibitor
> O=C(O)CCC(=O)Nc1ccccc1C(=O)N1CCN(c2ccc(Cl)cc2)CC1
→ -4	-6%	15%	1	3%	-1%
> COc1ccc(C(=O)Nc2ccc(O)cc2C(=O)O)cc1
→ -4	7%	17%	-11	-23%	15%

The listing continues.
Value order: CHX counter	Pf growth 48h	Pf growth 96h	Shiga inhibitor	FBPA Giardia inh	HCV inhibitor
> O=S(=O)(Cc1ccco1)Cc1nc(-c2ccc(Cl)cc2)cs1
→ 13	11%	5%	16	1%	?
> COc1ccc(NC(=O)c2ocnc2C)cc1OC
→ 12	35%[activator]	40%[activator]	11	4%	18%
> c1cncc(-c2nnc3n2N=C(c2cccs2)CS3)c1
→ -3	?	59%[activator]	-17	4%	-29%
> COc1ccc(-c2nc(C#N)c(NC(C)C)o2)cc1
→ 41*	0%	16%	74*	-2%	?
> O=C1c2ccccc2C(=O)N1CCCCSc1nc2ccccc2c(=O)n1CCCN1CCOCC1
→ -1	?	?	1	1%	-19%
> CSCC[C@H](NC(=O)CCCn1nnc2ccccc2c1=O)C(=O)O
→ 1	-8%	?	-3	1%	16%
> COc1cc(NS(=O)(=O)c2ccc(NC(=S)NC(=O)c3sc4ccccc4c3Cl)cc2)nc(OC)n1
→ -2	30%[activator]	12µM*	-6	-17%	17%
> CN(C)CCN(C(=O)c1ccc(Br)s1)c1nc2cc3c(cc2s1)OCCO3
→ 44*	169%[activator]	186%[activator]	68*	-15%	11%
> Cc1ccc(CNC(=O)C2CCCN(C(=O)N(C)C)C2)cc1 (stereo unspecified)
→ -4	·	9%	-10	4%	10%
> COC(=O)c1c(C)[nH]c(C(=O)C(C)OC(=O)C2CC(=O)N(CCc3ccccc3)C2)c1C (stereo unspecified)
→ ·	2%	5%	·	·	-15%
> COC(=O)c1ccccc1NC(=O)c1ccc(NC(=O)C2CCCO2)cc1 (stereo unspecified)
→ -1	-6%	5%	15	·	?
> CC(=O)Nc1ccc(NC(=O)C2CC(=O)N=C(N)S2)cc1 (stereo unspecified)
→ 3	·	41%[activator]	-10	1%	6%
> COc1cccc2cc(C(=O)N(Cc3cccs3)CC3CCCO3)c(=O)oc12 (stereo unspecified)
→ 15	-10%	31%[activator]	19	10%	1%
> CCCC(=O)Nc1cc(C)c(NC(=O)C23CC4CC(CC(C4)C2)C3)cn1
→ 8	?	?	-4	-8%	11%
> O=C(COc1ccccc1Cl)NNC(=O)c1ccc(-n2cncn2)c([N+](=O)[O-])c1
→ ·	-10%	-11%	·	·	8%
> CC(C)(C)C(=O)OCOC(=O)[C@@H]1N2C(=O)[C@@H](NC(=O)[C@H](N)c3ccccc3)[C@H]2SC1(C)C
→ ·	-17%[12.8 µM]	-26%[12.8 µM]	·	-3%[21.7 µM]	·
